FBPA Giardia inh: inhibitors of Giardia lamblia fructose-1,6-bisphosphate aldolase | Potency, µM (highest dose often 59.6 µM), without a hit: at the top dose activity, negative = inhibition, actives largely listed as inhibitors | AID 2451 | 0.71% of 290,000 active | A8B2U2 | purified Giardia FBPA; also: potency is read from the fitted curve at half-maximal effect; % is scaled to controls: 0 for no effect and ±100 for the full control effect; nearly all actives have a fitted effect of over 55% in size
Target sequence (A8B2U2 whole entry, looked up): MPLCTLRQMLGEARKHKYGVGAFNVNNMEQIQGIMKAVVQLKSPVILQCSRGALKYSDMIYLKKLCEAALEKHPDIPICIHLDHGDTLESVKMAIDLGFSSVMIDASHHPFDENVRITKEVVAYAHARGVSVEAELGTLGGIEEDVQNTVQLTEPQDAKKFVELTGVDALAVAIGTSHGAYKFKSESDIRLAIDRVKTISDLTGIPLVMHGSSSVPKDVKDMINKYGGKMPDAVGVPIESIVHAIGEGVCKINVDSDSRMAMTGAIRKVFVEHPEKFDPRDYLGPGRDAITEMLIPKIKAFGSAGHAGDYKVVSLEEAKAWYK
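40 nM FBPA preincubated 10 min at RT with compound (up to 57.5 uM final), then substrate plus GAPDH/TPI/NAD/arsenate coupling and diaphorase/resazurin added. Fluorescence read after 20 min at RT, 525/598 nm.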
CHX counter: counter-screen for Shiga toxin inhibitors: cycloheximide protein synthesis inhibition. cell reporter, cycloheximide protein synthesis inhibition counterscreen. max response, %. 12% of 300,000 active; in the data active = max response mostly above about 13%, no sharp cut-off; inactive = mostly below about 14%; also: read at 38.3 µM for the half of the compounds with a filed dose; 0% is about no effect
HCV inh: blocks hepatitis C virus; Huh7.5.1 HCVcc-Cre infection, luciferase reporter, 44 h; Potency, µM (series often up to 41.8 µM), for inactives: at the top dose activity change, negative = inhibition, hits mostly inhibitors; 3.4% of 340,000 active; also: potency is read from the fitted curve at half-maximal effect; % is scaled to controls: 0 for no effect and ±100 for the full control effect
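Infectious HCV cell culture screen: compound-treated cells (1,000/well, pre-plated 4 h) are infected with HCVcc-Cre at roughly 0.5 moi and grown 44 h. Infection is quantified by luciferase signal after 15 min substrate incubation at room temperature.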
Shiga inhibitor: blocks Shiga toxin action in Vero cells | Vero cells, Shiga toxin protein synthesis inhibition reporter | inhibition, % at 38.7 µM | 9.2% of 290,000 active; in the data active = inhibition mostly above about 28%, no sharp cut-off; inactive = mostly below about 43%; also: 0% is about no effect
Pf growth 96h: P. falciparum growth inhibition at 96 hour, primary screen for plastid delayed-death inhibitors; P. falciparum luciferase reporter growth, 96 h; Potency, µM (doses to about 28.7 µM), without a hit: at the highest dose activity change, negative = inhibition, most hits filed as inhibitors; 6.9% of 320,000 active; AID 504834; also: potency is read from the fitted curve at half-maximal effect; % is scaled to controls: 0 for no effect and ±100 for the full control effect
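96 h incubation, 37 C, 5% CO2, of luciferase-reporter P. falciparum-infected RBCs (2% hematocrit, 0.05% parasitemia final) with test compounds; endpoint luminescence.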
Pf growth 48h: inhibits P. falciparum growth in the first generation, 48 h; P. falciparum luciferase growth in erythrocytes, 48 h; Potency, µM (doses to about 28.7 µM), for the others: at the top dose activity change, negative = inhibition, most hits filed as inhibitors; 5.9% of 310,000 active; AID 504832; also: potency is read from the fitted curve at half-maximal effect; % is scaled to controls: 0 for no effect and ±100 for the full control effect
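Compounds are pin-transferred into medium, infected erythrocytes (2% hematocrit, 0.1% parasitemia final) are added, and plates sit one parasite generation at 37 C in 5% CO2. Detection reagent is then added and luminescence measured.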
Numbers without * were called inactive; ? = inconclusive; . = not tested or not shown; & = joins results of further samples; [ ] = another dose, or the depositor's remark. Unless noted, calls follow the shape of the dose curve; as a rule, active = well fitted curve in the direction sought with a large enough effect; inconclusive = small, poorly fitted or top-dose-only effect, or another doubt; inactive = no such curve, though single readings can be large; an effect the other way counts as inactive or inconclusive.

SMILES | FBPA Giardia inh | CHX counter | HCV inh | Shiga inhibitor | Pf growth 96h | Pf growth 48h
c1cc(CNc2ccc(N3CCOCC3)cc2)ccn1 | ? | 33* | 5% | 49* | ? | .
CC(OC(=O)c1nsc(Cl)c1Cl)C(=O)NCCc1ccccc1 (configuration not stated) | . | -7 | 9% | -15 | 25% | 26%
O=C(CNC(=O)c1ccc(Br)o1)Nc1cccc(S(=O)(=O)N2CCCC2)c1 | . | . | ? | . | ? | -21%
CSc1ccccc1NC(=O)C1CCN(S(C)(=O)=O)CC1 | 6% | -3 | 13% | 44 | ? | 6%
COc1ccc(N2CCN(C(=O)c3ccccc3NC(=O)c3ccccc3)CC2)cc1 | 1% | 7 | . | -8 | ? | 22%
NC(=O)C1CCN(C(=O)COc2ccc3c(c2)oc(=O)c2ccccc23)CC1 | 2% | -4 | 0% | -4 | ? | 2%
CCn1c(COc2cccc3ccccc23)nnc1SCC(N)=O | -2% | -2 | 9% | -6 | . | 11%
CCN1CCN(CCNC(=O)c2ccc(/C=C3\Sc4ccccc4N(Cc4ccccc4F)C3=O)cc2)CC1 | 10% | -7 | 11µM* | -20 | ? | ?
O=C(c1noc2c1CCCC2)N1CCCCC1 | 2% | 3 | ? | 1 | -16% | -4%
COc1cc(S(=O)(=O)N2CCOCC2)cc(C(=O)OCC(=O)NCc2ccco2)c1OC | . | . | -13% | . | ? | -29%

Entries from the list above that have four or more nitrogen atoms (2):
SMILES | FBPA Giardia inh | CHX counter | HCV inh | Shiga inhibitor | Pf growth 96h | Pf growth 48h
CCn1c(COc2cccc3ccccc23)nnc1SCC(N)=O | -2% | -2 | 9% | -6 | . | 11%
CCN1CCN(CCNC(=O)c2ccc(/C=C3\Sc4ccccc4N(Cc4ccccc4F)C3=O)cc2)CC1 | 10% | -7 | 11µM* | -20 | ? | ?

The list continues.
SMILES | FBPA Giardia inh | CHX counter | HCV inh | Shiga inhibitor | Pf growth 96h | Pf growth 48h
O=c1c(-c2ccccc2)c(O)c2cccc3c2n1CCC3 | -20% | -2 | 17% | 8 | ? | 54%[activator]
O=S(=O)(c1ccccc1)N1CCN(CCc2ccccc2)CC1 | 7% | 1 | -9% | -4 | 8% | 11%
O=C(Nc1ccccn1)c1ccc2c(c1)S(=O)(=O)c1ccccc1C2=O | 7% | -1 | 5%&-1% | -7 | 30% | 38%[activator]
CCOC(=O)C1=C(N)OC2=C(C(=O)CCC2)C1c1ccco1 (configuration not stated) | 19% | 16 | 32%[activator] | -17 | ? | ?
CC1=NN(C(N)=S)C(=O)C1N=Nc1ccc(C)cc1C (configuration not stated) | 9% | 29* | . | 59* | 8.3µM* | .
Cn1ncc(C#N)c1/N=C/N(Cc1ccccc1)Cc1ccccc1 | -2% | -2 | -28% | -12 | ? | -27%
O=C(C1=C(O)C(=O)N(CC2CCCO2)C1c1ccc(Cl)cc1Cl)c1ccco1 (configuration not stated) | -28% | 12 | 19% | 1 | 23% | -4%
CCC(Sc1nc(C)cc(C)n1)C(=O)Nc1ccc(Cl)cn1 (configuration not stated) | 0% | -1 | ? | 8 | 1% | ?
CCCCn1c(N)c(N(CCOC)C(=O)CSc2ccccc2C)c(=O)[nH]c1=O | . | . | 16% | . | ? | ?
Cc1ccc(NC(=O)Cn2cnc3c(oc4nc5c(cc43)COC(C)(C)C5)c2=O)cc1 | 5% | -2 | -1% | 4 | 5% | -10%

Two neighbouring compounds already listed, quoted:
SMILES | FBPA Giardia inh | CHX counter | HCV inh | Shiga inhibitor | Pf growth 96h | Pf growth 48h
O=C(Nc1ccccn1)c1ccc2c(c1)S(=O)(=O)c1ccccc1C2=O | 7% | -1 | 5%&-1% | -7 | 30% | 38%[activator]
CCOC(=O)C1=C(N)OC2=C(C(=O)CCC2)C1c1ccco1 (configuration not stated) | 19% | 16 | 32%[activator] | -17 | ? | ?

(next part)
SMILES | FBPA Giardia inh | CHX counter | HCV inh | Shiga inhibitor | Pf growth 96h | Pf growth 48h
CC(C)(C)n1ncc2c(=O)n(Cc3cccc(Cl)c3)cnc21 | -1% | 33* | ? | 46* | ? | 37%[activator]
COc1ccc(NC(=O)CSc2nc3ccccc3c3nc4ccccc4n23)cc1 | 2% | -1 | ? | -12 | ? | 19%
CCCS(=O)(=O)N1CCC(C(=O)NCCc2ccc(OC)c(OC)c2)CC1 | -1% | 4 | 3% | 0 | 54%[activator] | -9%
CC1CCN(S(=O)(=O)N2CCN(C(=O)c3ccc4c(c3)OCO4)CC2)CC1 | 10% | -6 | 6% | -3 | ? | 1%
CN(Cc1nccn1C)C(=O)c1cc(COc2cccc(C(F)(F)F)c2)on1 | . | 37* | ? | 42* | 9.3µM* | -9%
Cc1cc(NC(=O)CSCc2nc(-c3cccc(Cl)c3)oc2C)no1 | -2% | -3 | 3% | -9 | 12µM* | -2%
Cc1cccc(/C=C2/S/C(=N/N=C3\CC4CCC3(C)C4(C)C)NC2=O)c1 (configuration not stated) | -1% | -2 | ? | -4 | 8.3µM* | ?
O=C(NCc1nnc(SCC(=O)N2CCCc3ccccc32)n1-c1ccccc1)c1cccc2ccccc12 | -7% | -2 | ? | -6 | ? | ?
c1ccc(-c2nnc(-c3ccncc3)nc2-c2ccccc2)cc1 | 10% | 7 | 14% | -5 | 7% | ?
Cc1ccccc1OCCSc1nc(N(C)C)nc(N(C)C)n1 | -2% | -3 | -17% | -6 | ? | -21%
CCCCCCCN1CCC(=O)N([C@H](CO)Cc2ccccc2)CC1 | 1% | 0 | -28% | -6 | ? | -11%
Cc1ccccc1-n1nc2c(c1NC(=O)c1cc3ccccc3oc1=O)CS(=O)C2 (configuration not stated) | 6% | 7 | 10% | 1 | -1% | ?
C[C@H]1CN(C2CCC(C#N)(c3ccc(F)cc3)CC2)CC[C@@]1(C(=O)O)c1ccccc1 (some centres not stated) | 1%[21.7 µM] | . | . | . | 14%[12.8 µM] | 7%[12.8 µM]
CCC1(C)Cc2c(sc3nc(SC)nc(NCCN(C)C)c23)CO1 (configuration not stated) | 5% | -2 | ? | -10 | 3.7µM* | ?
N#Cc1sc2nc(C3CC3)cc(-c3ccc(Cl)cc3)c2c1N | -3% | -2 | ? | -8 | -19% | ?

Exported with each value named: part of the list above
CCn1c(COc2cccc3ccccc23)nnc1SCC(N)=O
  FBPA Giardia inh: -2% | CHX counter: -2 | HCV inh: 9% | Shiga inhibitor: -6 | Pf growth 96h: . | Pf growth 48h: 11%
Cc1cc(NC(=O)CSCc2nc(-c3cccc(Cl)c3)oc2C)no1
  FBPA Giardia inh: -2% | CHX counter: -3 | HCV inh: 3% | Shiga inhibitor: -9 | Pf growth 96h: 12µM* | Pf growth 48h: -2%
CCCS(=O)(=O)N1CCC(C(=O)NCCc2ccc(OC)c(OC)c2)CC1
  FBPA Giardia inh: -1% | CHX counter: 4 | HCV inh: 3% | Shiga inhibitor: 0 | Pf growth 96h: 54%[activator] | Pf growth 48h: -9%
C[C@H]1CN(C2CCC(C#N)(c3ccc(F)cc3)CC2)CC[C@@]1(C(=O)O)c1ccccc1 (some centres not stated)
  FBPA Giardia inh: 1%[21.7 µM] | CHX counter: . | HCV inh: . | Shiga inhibitor: . | Pf growth 96h: 14%[12.8 µM] | Pf growth 48h: 7%[12.8 µM]
